LYP act = LYP (human) phosphatase activation | Q9Y2R2 | activation, % at 2 µM | recombinant LYP, DiFMUP fluorescence; 0 = plate median, 100 = signal doubled | actives 0.11% (n = 96,000);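 active = activation at 2 µM above a set limit, the mean plus 5 SD, cut at about 37% in these data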
E coli WT exp = blocks growth of wild type E. coli BW25113; actives 0.15% (n = 98,000); OD600 absorbance; growth inhibition, % at 100 µM;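 active = growth inhibition above about 50% at one test dose, limit read from the data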;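 note: growth measured after 20 h incubation at 37 °C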
PostGolgi ctrl = yeast control strain growth, post-Golgi counter-screen; efflux-deficient yeast background strain, growth absorbance A615, 16 h; inhibition, % at 10 µM; actives 5% (n = 98,000); AID 738
hDAT+cocaine = modulates human dopamine transporter uptake under cocaine. B-score at 10 µM. Q01959. AID 449768. LLC-PK1 hDAT cells, [14C]-dopamine uptake with cocaine IC80; actives deviate in either direction. actives 1.3% (n = 110,000);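 active = Z score or B-score, a plate-position-corrected score, falls beyond the plate's 99.7% confidence bounds, in either direction; inactive = both scores lie inside the 99.7% bounds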;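 note: scored against the spread of the other compound wells on the same plate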
Target sequence (Q01959 whole entry, looked up): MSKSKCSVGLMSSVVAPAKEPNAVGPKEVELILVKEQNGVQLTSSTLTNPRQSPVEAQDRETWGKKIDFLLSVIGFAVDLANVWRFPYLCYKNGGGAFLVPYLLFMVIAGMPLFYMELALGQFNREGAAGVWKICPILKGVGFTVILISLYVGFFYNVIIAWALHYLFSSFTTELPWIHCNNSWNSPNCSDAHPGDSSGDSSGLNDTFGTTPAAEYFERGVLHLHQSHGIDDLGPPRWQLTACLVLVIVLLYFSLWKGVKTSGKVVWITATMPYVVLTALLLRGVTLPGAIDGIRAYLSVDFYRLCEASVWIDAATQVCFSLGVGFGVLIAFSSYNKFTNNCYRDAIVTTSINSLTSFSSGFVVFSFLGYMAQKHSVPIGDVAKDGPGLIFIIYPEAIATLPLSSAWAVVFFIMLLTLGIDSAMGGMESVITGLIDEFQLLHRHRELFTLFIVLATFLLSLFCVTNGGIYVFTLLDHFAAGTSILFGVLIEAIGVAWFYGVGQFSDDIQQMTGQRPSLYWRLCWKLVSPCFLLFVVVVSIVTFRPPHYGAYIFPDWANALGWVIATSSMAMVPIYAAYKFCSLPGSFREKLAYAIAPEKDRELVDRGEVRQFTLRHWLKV
LYP inh 2 = LYP (human) phosphatase inhibition | recombinant LYP catalytic domain, DiFMUP fluorescence | inhibition, % at 2 µM | actives 0.21% (n = 96,000) | AID 640;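 active = inhibition at 2 µM at or above a set limit, the screen mean plus 3 SD, cut at about 24% in these data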;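 note: 0% = DMSO with enzyme and 100% = enzyme fully blocked by orthovanadate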
CYP2C9 inhib = blocks human cytochrome P450 2C9; actives 20% (n = 96,000); P11712; AID 777; inhibition, % at 5 µM; CYP2C9 Supersomes, luciferin-H conversion, luminescence;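 active = blocking of liver enzyme CYP2C9 beyond about 50% at 5 µM, limit read from the data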; note: values of inactives mirror those of a sister screen read the other way
Target sequence (P11712 whole entry, looked up): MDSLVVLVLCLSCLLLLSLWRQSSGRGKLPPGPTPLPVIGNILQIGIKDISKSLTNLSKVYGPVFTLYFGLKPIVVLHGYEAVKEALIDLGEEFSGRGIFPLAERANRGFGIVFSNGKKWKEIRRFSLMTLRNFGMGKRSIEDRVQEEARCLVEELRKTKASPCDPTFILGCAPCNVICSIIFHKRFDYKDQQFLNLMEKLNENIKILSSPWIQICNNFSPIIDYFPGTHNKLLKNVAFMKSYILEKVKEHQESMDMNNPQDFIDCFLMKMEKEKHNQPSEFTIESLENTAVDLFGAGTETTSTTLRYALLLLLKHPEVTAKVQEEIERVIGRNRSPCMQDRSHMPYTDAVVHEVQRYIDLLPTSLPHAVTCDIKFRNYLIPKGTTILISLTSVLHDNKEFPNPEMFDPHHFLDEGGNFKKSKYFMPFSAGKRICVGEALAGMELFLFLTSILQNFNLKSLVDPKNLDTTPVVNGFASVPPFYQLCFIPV
PostGolgi yeast = growth inhibition of a yeast mutant, post-Golgi transport screen | post-Golgi transport phenotypic cell assay | inhibition, % at 10 µM | actives 0.9% (n = 98,000);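 note: yeast cells grown in 1536-well plates; yeast grown about 18 h at 30C before absorbance read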
PTK2B oligo ant = antagonists of human Pyk2 oligomerization; AID 1347419; Q293 cells, Pyk2 FERM NanoBiT luminescence; active compounds read low; actives 0.83% (n = 99,000); z-score (the deposit names both 25 µM and 10 µM);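 active = Z-score of -3 or lower, scaled per plate to the spread of control and sample wells; inactive = z-score above -3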;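 note: negative z-score means lost luminescence so less FERM oligomerization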
CYP2C9 activ = CYP2C9 (human) activation; P11712; recombinant CYP2C9, luciferin-H conversion, luminescence; active compounds read high; factor 1 = untreated enzyme, 0 = blocked; activation factor at 5 µM; actives 1.4% (n = 96,000); AID 1024;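 active = activation factor of 2 or more for CYP2C9 at a 5 µM dose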;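 note: 0 = sulfaphenazole-blocked wells and 1 = vehicle-only wells; values of inactives mirror those of a sister screen read the other way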
* marks the source's active call; other numbers are inactive results; / = no result given. Cut-off read from the data, not from the text of the source, unless noted: active = inhibition above about 30%; inactive = the rest.

Preview:
SMILES | LYP act | E coli WT exp | PostGolgi ctrl | hDAT+cocaine | LYP inh 2 | CYP2C9 inhib | PostGolgi yeast | PTK2B oligo ant | CYP2C9 activ
N#CCCCN1C(=O)C(O)(CC(=O)c2ccc3c(c2)OCCO3)c2ccccc21 (centres undefined) | -4 | -5 | -2 | -0.47 | -2 | 33 | -7 | -1 | 0.7
COc1ccccc1NC(=O)CSc1nnnn1-c1ccc2c(c1)OCO2 | -5 | -4 | 4 | 0.046 | 9 | -23 | 2 | -1.3 | 1.2
CCc1ccc(-c2ccc(C(=O)O)cc2)nc1 | -3 | -5 | -4 | / | 3 | 13 | -5 | 1 | 0.9
O=C(O)/C=C\C(=O)Nc1ccccc1C#Cc1ccccc1 | -10 | 4 | 1 | -0.81 | 15 | 62* | 0 | 1.4 | 0.4
COc1cccc(CNc2ccc(F)c(Cl)c2)c1 | -2 | -10 | 6 | -1.3 | 1 | 29 | -2 | 0.2 | 0.7
CC(C)c1ccc(O)c(NC(=O)c2ncn[nH]2)c1 | 16 | 2 | 0 | 2.4 | -17 | 21 | -7 | -0.02 | 0.8
Cc1cc(C)nc(Nc2ccc(N3CCOCC3)cc2)n1 | 7 | -1 | 8 | 0.18 | -10 | -2 | 4 | -0.43 | 1
CNC(=O)COc1ncnc2sccc12 | 2 | -3 | -4 | -1.9 | -4 | 10 | 3 | 0.21 | 0.9
COc1ccc(Oc2ncc(CN3CCN(c4ccccc4)CC3)s2)cc1 | -6 | 3 | 1 | 1.2 | 7 | 93* | 9 | 0.12 | 0.1

All compounds of this part, previewed entries included:
SMILES | LYP act | E coli WT exp | PostGolgi ctrl | hDAT+cocaine | LYP inh 2 | CYP2C9 inhib | PostGolgi yeast | PTK2B oligo ant | CYP2C9 activ
N#CCCCN1C(=O)C(O)(CC(=O)c2ccc3c(c2)OCCO3)c2ccccc21 (centres undefined) | -4 | -5 | -2 | -0.47 | -2 | 33 | -7 | -1 | 0.7
COc1ccccc1NC(=O)CSc1nnnn1-c1ccc2c(c1)OCO2 | -5 | -4 | 4 | 0.046 | 9 | -23 | 2 | -1.3 | 1.2
CCc1ccc(-c2ccc(C(=O)O)cc2)nc1 | -3 | -5 | -4 | / | 3 | 13 | -5 | 1 | 0.9
O=C(O)/C=C\C(=O)Nc1ccccc1C#Cc1ccccc1 | -10 | 4 | 1 | -0.81 | 15 | 62* | 0 | 1.4 | 0.4
COc1cccc(CNc2ccc(F)c(Cl)c2)c1 | -2 | -10 | 6 | -1.3 | 1 | 29 | -2 | 0.2 | 0.7
CC(C)c1ccc(O)c(NC(=O)c2ncn[nH]2)c1 | 16 | 2 | 0 | 2.4 | -17 | 21 | -7 | -0.02 | 0.8
Cc1cc(C)nc(Nc2ccc(N3CCOCC3)cc2)n1 | 7 | -1 | 8 | 0.18 | -10 | -2 | 4 | -0.43 | 1
CNC(=O)COc1ncnc2sccc12 | 2 | -3 | -4 | -1.9 | -4 | 10 | 3 | 0.21 | 0.9
COc1ccc(Oc2ncc(CN3CCN(c4ccccc4)CC3)s2)cc1 | -6 | 3 | 1 | 1.2 | 7 | 93* | 9 | 0.12 | 0.1
COc1ccccc1CN(C(=O)c1ccco1)C(C(=O)NC1CCCC1)c1ccncc1 (centres undefined) | -2 | 5 | -7 | 1 | 0 | 42 | 5 | -0.48 | 0.6
CNc1oc(-c2cccc3ccccc23)nc1C#N | -1 | -3 | 20 | 0.31 | 0 | -8 | -1 | 0.74 | 1.1
O=C1NC2(CCc3ccccc32)C(=O)N1CCOc1ccc(Cl)cc1 (centres undefined) | -10 | 0 | 20 | 1.6 | 8 | 77* | 3 | 0.36 | 0.2
CC(C)NS(=O)(=O)c1ccc(OCC(=O)N2CCCC2)c(Cl)c1 | 3 | 2 | 11 | -0.032 | -2 | 11 | 13 | 0.27 | 0.9
COc1ccc(CC(NC(C)=O)C(=O)NC2CCN(c3nnnn3-c3ccccc3)CC2)cc1 (centres undefined) | / | 3 | 17 | 0.082 | / | -18 | 6 | 0.37 | 1.2
O=S(=O)(c1ccc(S(=O)(=O)n2cnc3ccccc32)cc1)N1CCCCCC1 | 23 | 2 | 1 | -0.094 | -26 | 36 | 4 | 0.03 | 0.6
CCOC(=O)COC(=O)c1ccc(O)cc1 | / | 2 | -1 | -1.7 | / | -47 | -4 | -0.01 | 1.5
COc1ccc(N(C(=O)c2ccc(F)cc2)C2=CC3CCC(C2)N3C)cc1 (centres undefined) | -7 | -3 | 4 | -0.97 | 8 | 12 | 0 | -0.66 | 0.9
COc1ccc2[nH]c(C)c(C(=O)CN3CCN(C(=O)c4ccco4)CC3)c2c1 | -7 | 5 | -4 | 1.1 | 7 | 15 | -1 | 0.35 | 0.8
CN(C)c1ccc(CNC2CC(C)(C)NC(C)(C)C2)cc1 | 4 | 2 | 22 | -0.033 | -4 | -19 | -6 | -0.29 | 1.2
O=S(=O)(NCc1ccccc1Br)c1cccs1 | -2 | 3 | 8 | -0.53 | -1 | -24 | 13 | -0.13 | 1.2
Cc1ccc(S(=O)(=O)N2CCC(C(=O)OCC(=O)N3CCc4ccccc43)CC2)cc1 | -3 | -4 | 3 | 0.75 | 1 | -9 | -6 | 0.79 | 1.1
N#CCC1c2ccccc2CCN1C(=O)Nc1ccc(C(F)(F)F)cc1 (centres undefined) | -5 | -6 | 11 | -1.3 | 11 | 35 | -5 | -2.6 | 0.7
CCCn1c(SCC(=O)Nc2ccccc2N2CCCCC2)nc2c1c(=O)n(C)c(=O)n2C | 0 | -12 | 22 | 1.1 | 0 | 98* | 12 | -0.59 | 0
O=C(COC(=O)c1ccccn1)Nc1c(Cl)cccc1Cl | 1 | 5 | -11 | -0.81 | -2 | -5 | 21 | -0.17 | 1.1
COC(=O)c1c(NC(=O)CSc2nnc(CNc3ccc(Cl)cc3)o2)sc(C)c1C | -2 | 1 | 26 | 0.56 | 3 | 46 | -5 | -1 | 0.5
O=C(NCC1CCCO1)C1CCC(=O)N1Cc1ccccc1Cl (centres undefined) | 4 | -1 | 1 | -0.4 | -5 | -6 | 0 | -0.07 | 1.1
CCOc1cc(C2C(C(=O)c3ccc(C)cc3)=C(C(=O)OC)Nc3nnnn32)ccc1O (centres undefined) | 10 | -8 | 4 | -1.4 | -8 | 34 | -5 | -1.5 | 0.7
O=C(Nc1ccc(Cl)c(Cl)c1)N1CCSC1c1ccco1 (centres undefined) | -7 | 18 | 7 | -2.1* | 8 | 59* | -7 | 0.6 | 0.4
Cc1c(NC(=O)CSc2nnc(COc3ccccc3)n2-c2ccccc2)c(=O)n(-c2ccccc2)n1C | -4 | 3 | 4 | 1.9 | 7 | -2 | -1 | 0.04 | 1
Cc1ccc(S(=O)(=O)N2CCN(C(=O)N(c3ccccc3)c3ccccc3)CC2)cc1 | -6 | -6 | 94* | -0.82 | 8 | 52* | -8 | -0.95 | 0.5
O=C(NCc1ccco1)c1cccs1 | -2 | 9 | -2 | -0.42 | 1 | 11 | -4 | 0.69 | 0.9
COc1ccc(NC(=S)Nc2ccccn2)c(OC)c1 | 3 | 2 | 7 | 0.0035 | 1 | 15 | 1 | -0.63 | 0.8
Cc1cccc(OCCCC(=O)O)c1 | 3 | -14 | 22 | 0.024 | -5 | -27 | -5 | 0.06 | 1.3
CC(=O)c1ccc(N2CCN(C(=S)Nc3ccccc3)CC2)cc1 | -4 | -3 | 2 | -0.81 | 6 | -1 | 10 | 0.55 | 1
CCOC(=O)C1C2C=CC3(CN(c4cccc(Cl)c4)C(=O)C13)O2 (centres undefined) | 4 | 9 | 1 | -0.4 | -6 | 8 | 1 | / | 0.9
c1ccc2[nH]c(NCCN3CCOCC3)nc2c1 | 9 | 4 | -4 | -0.32 | -10 | -30 | 7 | 0.89 | 1.3
Cc1ccc(C(=O)Nc2ccccc2N2CCN(C(=O)C(C)C)CC2)cc1 | 6 | 1 | 26 | 0.45 | -4 | 42 | 1 | -0.76 | 0.6
Cc1noc(C)c1COC(=O)Cn1c(C)nc2ccccc21 | -6 | 5 | 4 | 0.28 | 5 | 11 | 0 | 1.5 | 0.9
CCN1C(=O)N(CC)C(O)(c2ccccc2)C1(O)c1ccccc1 (centres undefined) | 3 | -1 | 8 | 0.36 | -4 | 19 | 21 | 0.37 | 0.8
Cc1c(N=Cc2ccccn2)c(=O)n(-c2ccccc2)n1C | 2 | -6 | 9 | -0.099 | 0 | 3 | -5 | 0.35 | 1
Cc1[nH]nc2c1C(c1ccccn1)N(c1ccc(Br)cc1)C2=O (centres undefined) | 3 | 8 | 7 | 1.1 | -5 | -18 | -8 | -0.81 | 1.2
N#CCCN1CCNCC1 | 1 | 1 | 9 | -0.56 | 1 | -23 | -1 | -0.04 | 1.2
CC(C)NC(=O)N1CCOCCOCCN(C(=O)NC(C)C)CCOCCOCC1 | -2 | -5 | 4 | -0.22 | -2 | 9 | 22 | 0.39 | 0.9
CCCc1ncc(C(=O)c2ccc(OC)cc2)n1C | -3 | -3 | 7 | 0.97 | 1 | -27 | 1 | 0.49 | 1.3
Cc1ccc2nc(C3CCN(CC(=O)Nc4ccc5c(c4)OCCO5)CC3)[nH]c2c1 | 2 | 3 | -9 | 1.2 | -3 | 78* | 2 | -0.73 | 0.2
CCOc1ccc(CN=C(N)N=C(N)N)cc1Cl | 6 | 5 | 6 | 0.087 | 0 | -1 | 6 | -0.14 | 1
CSc1ccc(Cl)c(C(=O)OCC(=O)NCc2ccco2)c1 | -9 | 5 | -2 | -0.00081 | 9 | 43 | -2 | 2 | 0.6
Nc1c(C(=O)Nc2nccs2)sc2nc(-c3cccs3)cc(C(F)(F)F)c12 | -11 | -2 | 15 | / | 7 | 24 | -7 | 0.64 | 0.8
Cc1c(Cl)c(C(=O)NNC(=S)NCc2ccco2)nn1C | 3 | / | / | 0.14 | -11 | / | / | 0.74 | /
O=C(O)c1c[nH]c2c(C(F)(F)F)cccc2c1=O | -4 | -1 | 12 | 0.51 | 2 | 1 | 21 | 2.3 | 1
Other compounds.
SMILES | LYP act | E coli WT exp | PostGolgi ctrl | hDAT+cocaine | LYP inh 2 | CYP2C9 inhib | PostGolgi yeast | PTK2B oligo ant | CYP2C9 activ
Cc1cc2c(C)nc(Cc3ccccc3)nc2o1 | -1 | -1 | 6 | 1.8 | 2 | 9 | 0 | -0.14 | 0.9
O=C(CCN1C(=O)c2ccccc2C1=O)N1CCCCCC1 | -5 | 5 | 9 | 0.53 | 3 | -23 | 3 | 1.2 | 1.2
Cc1nc(CS(=O)(=O)c2ccc(Cl)cc2)cc(Sc2ccccc2Cl)n1 | 4 | -8 | 18 | 0.53 | 0 | 67* | 9 | -0.1 | 0.3
O=S(=O)(c1ccc(Cl)cc1)n1ccc2cccnc21 | 30 | 4 | 9 | 0.63 | -28 | / | -4 | 0.03 | /
CC(C)c1nnc(NC(=O)C2c3ccccc3Oc3ccccc32)s1 | 10 | -1 | 3 | -0.75 | -8 | 20 | -1 | -1.3 | 0.8
COCCN(CCOC)c1cc(C)c(C#N)c2nc3ccccc3n12 | 7 | 1 | -2 | -0.46 | -15 | 15 | -5 | -0.86 | 0.9
COc1ccc(N=CC2=C(O)CC(C)(C)CC2=O)cc1 | -8 | -3 | 8 | 0.66 | 9 | 25 | -10 | -0.55 | 0.7
Cc1ccc(Cn2c3ccccc3c3cn[nH]c(=O)c32)cc1 | / | 5 | 3 | 0.39 | / | 18 | -1 | / | 0.8
COCc1cc(C)nc2sc(C(=O)N3CCCCC3)c(N)c12 | 1 | 0 | 8 | 0.22 | 2 | 20 | 2 | -0.55 | 0.8
CCOC(=O)N1CC=C2C(C#N)=C(N)C(C#N)(C#N)[C@H](c3ccsc3)[C@H]2C1 | 2 | -4 | 0 | -0.25 | -3 | 2 | 2 | 0.32 | 1
CCOc1ccc2[nH]c(=O)c(CN(Cc3nnnn3CCc3ccccc3)CC3CCCO3)cc2c1 (centres undefined) | -4 | -4 | -2 | 1.3 | 4 | / | 5 | 1.4 | /

Source: PubChem BioAssay
